# P. falciparum M1AAP = P. falciparum M1AAP inhibitors, biochemical, fluorogenic H-Leu-NHMec substrate, 1536-well (AID 1445); recombinant M1AAP, H-Leu-NHMec fluorogenic kinetic assay; higher % means a stronger effect; inhibition, % at 30 µM; hits with a dose series show IC50 in µM; 0.42% of 220,000 active;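 active = primary inhibition above the hit cutoff, then over 50% inhibition at one or more dose response concentrations, cut at about 23% in these data, passing the limit was not always enough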;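 also: plate controls were DMSO full reaction for no effect and no enzyme background for full effect; strong numbers were not always called active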
# UTI89 phage lysis = protection from phage-mediated lysis, alamar blue read-out – E. coli UTI89, K1F phage, bacterial capsule biogenesis inhibitors (AID 488966); 0.02% of 340,000 active; inhibition, % at 100 µM; hits with a dose series show IC50 in µM; E. coli UTI89 K1F phage lysis, alamar blue, 2 h; higher % means a stronger effect;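 active = phage lysis inhibition, versus mean bacterial control, above a set limit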;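 also: capsule biogenesis inhibitors block K1F phage lysis so surviving cells raise fluorescence; higher fluorescence means more inhibition of phage lysis; actives were called in the ten point dose series up to 300 µM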
# Ins promoter up = MIN6 insulin promoter up-regulation. MIN6 insulin promoter-GFP reporter, high-content imaging; hits give high values. z-score at 5 µM. 0.3% of 190,000 active. AID 1625;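 active = z-score above 3 at 5 µM with at least 500 cells counted in the well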
# Dynein cargo inh = dynein cargo transport inhibition | 3617.4 mouse cells, GR-EGFP nuclear translocation imaging; test concentration mostly 20 µM; stimulated with dexamethasone, 1 µM; hits give low values | z-score, hits read low | 0.47% of 220,000 active;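 active = plate z-score of nuclear minus cytoplasmic receptor signal below a set negative limit, without overly bright fluorescence or cell loss, cut at about -3.5 in these data, passing the limit was not always enough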;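 also: z-score of nuclear minus cytoplasmic ring GR-EGFP intensity difference per well; some compounds called inactive have numbers as strong as hits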
#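 medium = tetracycline-free induction medium containing charcoal-stripped FBS | also added = 1.0 µM final dexamethasone stimulus | schedule = 48 h induction, 1 h compound, 30 min dex at 37 °C | technique = fixed, Hoechst-stained cells imaged at 10x for EGFP | measure = GR-EGFP nuclear translocation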
# Autophagy HCS = modulators of autophagy; MEF GFP-LC3 puncta imaging; test concentration mostly 10 µM; calls only at 10 µM (by protocol); 0.98% of 190,000 active; AID 463193;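 active = percentage of spot-positive cells more than 3 SD above its plate mean, without a fluorescence outlier flag or 80% toxicity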;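 also: spot-positive cell cutoff set from DMSO-treated cells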
# MT stabilize HCS = microtubule stabilization, imaging screen | 0.83% of 200,000 active | % tubulin-high responders, % at 10 µM | HeLa tubulin immunostaining HCS, 24 h; share of cells brighter than vehicle mean+2SD;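 active = plate Z-score above 3 for both tubulin-high and condensed-nucleus cell shares, with cell loss under 80%, at 10 µM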;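 also: anti alpha tubulin signal scored within the nucleus-defined area of each cell; some results filed as inactive read as strong as hits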
# P. falciparum M17LAP = P. falciparum M17LAP inhibitors, primary screen, biochemical, fluorogenic H-Leu-NHMec substrate, 1536-well (AID 1619) | recombinant M17LAP, H-Leu-NHMec fluorogenic kinetic assay; higher % means a stronger effect | one-dose inhibition, % at 30 µM; IC50 in µM for titrated hits | 0.38% of 220,000 active;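 active = compound inhibiting the enzyme by more than half at any dose during confirmatory dose-response retesting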;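 also: plate controls were full reaction with DMSO carrier for no effect and no enzyme background for full effect; strong numbers were not always called active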
# bCat nuc transl = modulators of beta-catenin nuclear translocation. nuclear translocation activity, % at 5 µM. 0.3% of 190,000 active. HeLa beta-catenin nuclear translocation, immunofluorescence imaging. AID 1665;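 active = nuclear translocation activity above 50% at 5 µM, with a well cell count of 50 or more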;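 also: per-cell ratio of nuclear to cytoplasmic median beta-catenin stain intensity; plate controls were DMSO negative control for no effect and GSK-3 inhibitor IX positive control for full effect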
#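 Test system: HeLa cells, endogenous beta-catenin; Compound: single 5 µM dose plus 0.02–20 µM confirmation series; Times: compound exposure 24 h at 37°C; Signal: fluorescence imaging of beta-catenin antibody stain plus DAPI; Read-out: % activation, nuclear-to-cytoplasmic median beta-catenin signal ratio per cell.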
# ER stress rescue = rescue of cells from ER stress-induced death, primary screen, 384-well, CSM14.1, thapsigargin, ATP luminescence (AID 1222); CSM14.1 thapsigargin-induced death rescue, ATP luminescence; higher % means a stronger effect; cellular ATP content (survival), % at 20 µM; hits with a dose series show EC50 in µM; 190,000 tested, under 10 active;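 active = EC50 below 50 µM in the dose-response confirmation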;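 also: death triggered by thapsigargin at about 15 µM added after 2 h compound pretreatment; cell ATP read after overnight thapsigargin exposure of roughly 18 to 22 hours; normalized against plate controls of thapsigargin alone and 5% DMSO vehicle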
# Dynein cargo inh cytoplasmic EGFP = second read-out of Dynein cargo inh, no call of its own (marks repeat the call); z-score; measured here: cytoplasmic GR-EGFP intensity; hits give high values
# Dynein cargo inh nuclear GR-EGFP = further read-out of Dynein cargo inh, marked with its call; z-score; measured here: nuclear GR-EGFP intensity;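 lower value marks the stronger effect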
# Dynein cargo inh cell count = second read-out of Dynein cargo inh, no call of its own (marks repeat the call); z-score; measured here: cell count per field
# Ins promoter up cell count = further read-out of Ins promoter up, marked with its call; cell count; measured here: cytotoxicity, nuclei count;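 total cells summed across four imaged fields per well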
# bCat nuc transl cell count 5 µM = second read-out of bCat nuc transl, no call of its own (marks repeat the call); cell count; measured here: cell count, cytotoxicity flag
# MT stabilize HCS Hoechst-high % = second read-out of MT stabilize HCS, no call of its own (marks repeat the call); % Hoechst-high responders; measured here: nuclear condensation Hoechst responders;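 share of cells brighter than vehicle mean plus two SD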
# MT stabilize HCS cytotoxicity % = also measured in MT stabilize HCS; calls as there; toxicity, %; measured here: cytotoxicity by cell density;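 0% = mean cell density of plate MIN control wells and 100% = no cells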
# Autophagy HCS cell loss 18 h = further read-out of Autophagy HCS, marked with its call; toxicity, %; measured here: cell loss, nuclei count;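 cell loss after 18 h compound exposure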
# An asterisk follows results filed as active; i = inactive; · = not tested or not shown; + = active, no number; & = joins results of further samples; ! = not active in a repeat; [ ] = another dose, or the depositor's remark.
SMILES,P. falciparum M1AAP,UTI89 phage lysis,Ins promoter up,Ins promoter up cell count,Dynein cargo inh,Dynein cargo inh cytoplasmic EGFP,Dynein cargo inh nuclear GR-EGFP,Dynein cargo inh cell count,Autophagy HCS,Autophagy HCS cell loss 18 h,MT stabilize HCS,MT stabilize HCS Hoechst-high %,MT stabilize HCS cytotoxicity %,P. falciparum M17LAP,bCat nuc transl,bCat nuc transl cell count 5 µM,ER stress rescue
O=C(N/N=C\c1ccc(OC(=O)c2ccco2)cc1)c1ccc(Cl)cc1,-2%,0.4%,-0.29,1440,-0.48,-0.21,-0.099,0.66,i,3,1.3,1.4,5.9,-7%,-1.0,1055,-1.2%
Cc1cc(C)cc(N(CCC(=O)O)S(=O)(=O)c2ccc3ccccc3c2)c1,1%,0.9%,0.1,1183,-0.19,-0.15,0.67,-0.012,i,12,10,8.5,14,-9%,·,·,-3.6%
CCCCCC(=O)Nc1cc(N(C)C)nc2ccccc12,6%,2.9%,·,·,0.63,-0.25,0.78,-0.36,i,17,6.2,3.1,9.0,-9%,1.3,1047,-1.7%
CCOc1ccccc1-n1c(SCC(=O)NC2CCCC2)nnc1-c1ccoc1C,-2%,0.5%,-0.75,2023,1.6,-0.2,1.1,-0.037,i,-2,3.8,2.3,7.6,6%,-1.9,1075,-1.7%
CC(C)(C)NC(=O)C(c1ccc(F)cc1)N(Cc1ccco1)C(=O)c1csnn1 (stereo unspecified),2%,-0.1%,-1,1052,0.5,-0.17,0.42,-0.47,i,-3,3.0,2.2,9.6,-10%,-5.1,1024,-0.2%
CCc1nccn1S(=O)(=O)c1cc(OC)c(Cl)cc1OC,-2%,2.6%,-0.09,1245,3.2,0.13,1.9,-2.4,i,10,4.8,1.8,0.7,-4%,·,·,0.9%
O=C(Nc1cc(Oc2ccccc2)cc([N+](=O)[O-])c1)C12CC3CC(C1)CC(n1cnc(Cl)n1)(C3)C2,-2%,0.7%,-1.1,1731,-0.27,-0.19,0.31,-0.11,i,-22,2.2,1.5,11,-8%,3.0,1304,-0.7%
COC(=O)c1sc(=S)n(-c2cc(F)ccc2F)c1N,18%,4.7%,-0.72,1685,-0.92,-0.43,-0.61,0.48,i,-54,2.3,1.0,7.5,17%,0.1,1409,0.0%
CC(=O)c1cccc(NC(=O)N2CCN(S(C)(=O)=O)CC2)c1,2%,1.1%,0.02,1278,0.46,0.14,0.28,0.72,i,-2,3.0,2.4,0.0,4%,·,·,-0.1%
COC(=O)c1[nH]c2cccc(OC)c2c1NC(=O)CN1CCN(c2cccc(OC)c2)C(C)C1 (stereo unspecified),11%,-0.6%,-1.5,1748,-0.32,-0.21,-0.02,0.32,i,44,2.1,1.9,10,-11%,-0.5,1102,-0.8%
CCOC(=O)c1sc(NC(=O)C(CC)Sc2nccn2C)nc1C (stereo unspecified),3%,-0.2%[50 µM],-1.7,1162,0.83,-0.14,1,-1.3,i,15,11,2.4,4.9,3%,-5.3,1018,5.0%
COc1ccc(CNS(=O)(=O)c2ccc(F)c(C(=O)Nc3ccccc3OC)c2)cc1,3%,0.3%,-0.35,1281,-0.45,-0.39,-0.56,1.2,i,-5,1.4,2.3,7.4,-1%,1.4,1039,-12%
COC(=O)Cn1c(=O)c2c(nc(Br)n2CC(=O)OC)n(C)c1=O,5%,5.5%,-1.1,1285,-0.72,-0.23,-0.16,0.85,i,-7,2.2,1.4,4.5,1%,·,·,-1.4%
O=C(/C=C/c1ccccc1)N1CCN(Cc2nc3ccccc3c(=O)[nH]2)CC1,-5%,2.9%,·,·,-0.51,-0.2,-1.1,0.11,i,-6,2.6,2.0,3.3,-5%,·,·,-0.9%
Cc1cccc(NC(=O)CSc2nnc(CNC(=O)c3ccc(S(=O)(=O)N(C)C)cc3)n2-c2ccc(F)cc2)c1,0%,0.2%,0.22,1335,-0.12,-0.31,-0.42,0.38,i,-6,8.4,2.4,8.5,-2%,0.3,902,0.4%
CC1(C(=O)N2CC3(CC(c4ccccc4)=NO3)C[C@H]2C(=O)NCC(N)=O)CC1 (stereo partly specified),4%,1.6%,-0.66,1574,0.16,-0.22,0.48,0.48,i,7,4.0,1.8,7.5,-4%,0.4,1364,-3.1%
O=C(N=C1c2ccccc2CN1c1ccc(F)c(F)c1)c1cccnc1,0%,-0.3%,1.9,1199,-0.1,-0.29,0.39,-0.14,i,-1,6.4,2.5,3.3,4%,-2.1,1086,-1.8%
Cc1ccc(Cc2cnc(NC(=O)c3cccs3)s2)cc1,3%,1.7%,-0.41,1503,0.95,-0.18,-0.15,-0.78,i,0,7.8,2.0,3.4,8%,1.5,1220,-0.8%
COc1cc(C2Nc3c(F)cccc3C3C=CCC32)cc(Br)c1OC (stereo unspecified),5%,1.2%[50 µM],-0.05,1510,0.43,-0.25,0.76,-0.78,i,-1,2.1,1.1,2.2,4%,-2.9,1072,-3.0%
CCOCCCNC(=O)C1CCC(CNS(=O)(=O)c2ccc(OC)cc2)CC1 (stereo unspecified),-2%,0.0%,0.7,1304,0.72,-0.26,0.63,-0.14,i,20,5.9,2.5,3.5,-1%,-1.3,1151,-2.6%
COC(=O)c1ccc(C(=O)OC)c(NC(=O)CSCc2ccc(Cl)cc2)c1,1%,0.0%,-0.88,1323,-0.27,-0.19,-0.22,-0.03,i,2,0.8,1.7,8.7,-15%,-2.8,1371,-0.5%
O=C(c1ccc(COc2ccccc2Cl)o1)N1CCN(Cc2ccc3c(c2)OCO3)CC1,-12%&-1%,0.2%&-1.4%,-0.19&0.28,1587&1600,-0.057&-0.93,1.5&-0.29,0.012&-0.11,-0.36&0.72,+!,34*!,3.2&2.6,1.8&1.6,17&3.2,3%&-5%,-0.5&-3.1,1301&1064,2.2%&4.0%
COc1ccc(OC)c(NC(=O)CN2C(=O)C3(OCCCO3)c3ccccc32)c1,-2%,-1.0%,-0.12,1321,-0.68,-0.2,0.37,0.48,i,5,4.5,2.3,0.2,-2%,0.4,1202,-2.0%
COc1ccc(-n2c(SCC(=O)NNC(=O)c3ccccc3C)nnc2-c2ccncc2)cc1,-7%,5.1%,-0.25,1483,-0.98,-0.18,-0.65,0.54,i,-7,1.8,1.6,6.6,15%,1.5,1427,0.9%
CC(C)NCCOCCOc1ccccc1F,-8%,-0.6%,·,·,0.017,-0.04,-0.069,0.28,i,1,1.6,1.3,11,19%,-15,1198,-3.2%
SMILES,P. falciparum M1AAP,UTI89 phage lysis,Ins promoter up,Ins promoter up cell count,Dynein cargo inh,Dynein cargo inh cytoplasmic EGFP,Dynein cargo inh nuclear GR-EGFP,Dynein cargo inh cell count,Autophagy HCS,Autophagy HCS cell loss 18 h,MT stabilize HCS,MT stabilize HCS Hoechst-high %,MT stabilize HCS cytotoxicity %,P. falciparum M17LAP,bCat nuc transl,bCat nuc transl cell count 5 µM,ER stress rescue
c1ccc(Cc2nn3c(Cn4nnc5ccccc54)nnc3s2)cc1,-4%,0.3%,-0.23,1349,-0.56,-0.21,0.096,0.31,i,-15,3.5,2.4,12,0%,-4.8,1029,-0.8%
COc1ccc(-n2c(C)cc(C)c(C(C)=O)c2=S)cc1,9%,0.3%,0.13,1283,0.23,-0.17,0.19,-1.5,i,4,7.0,2.2,4.0,26%,·,·,-2.1%
CC(C)c1ccc(/C=C/C(=O)Nc2nc3ccc([N+](=O)[O-])cc3s2)cc1,-1%,-0.5%,0.37,1552,-0.28,-0.18,-0.23,-0.024,i,0,2.9,0.7,7.7,-2%,-1.5,1449,3.0%
CCN1/C(=C\C=C2\C(=O)N(c3ccccc3)C(=S)N2C)Sc2ccccc21,6%,-0.1%,·,·,0.58,-0.16,0.43,-0.6,i,44,16,1.3,4.7,4%,1.6,1099,-2.1%
O=C(NCc1ccc2c(c1)OCO2)Nc1ccc2ccccc2c1,-8%,·,-0.59,1003,-0.2,-0.28,0.35,0.61,·,·,·,·,·,-1%,-0.4,1331,·
CC12CCC(C(=O)N(NC(=O)c3cc(Cl)ccc3O)C1=O)C2(C)C (stereo unspecified),19%,-0.5%,0.56,1315,-0.49,-0.21,0.09,1.5,i,27,2.3,1.7,7.6,-6%,-2.9,1228,-1.5%
CCc1cccc(CC)c1NC(=O)COC(=O)c1ccccc1-c1nc2ccccc2s1,2%,-7.7%,-0.59,1477,-0.069,-0.22,0.14,-0.19,i,2,3.4,3.3,4.8,-6%,0.6,1053,1.5%
COc1ccc(C(=O)Nc2nc(C)c(C)s2)cc1OC,8%,0.2%,-0.8,1413,-0.2,-0.21,-0.23,0.89,i,-2,3.7,2.4,7.6,24%,-0.8,808,-2.1%
CC[C@H](C)[C@@H](NC(=O)O[C@@H]1C(=O)c2cc(OC)ccc2O[C@H]1c1ccc(OC)c(Br)c1)C(=O)OC,-1%,1.8%,-0.93,933,0.41,-0.31,0.58,0.52,i,5,2.4,3.0,7.9,7%,·,·,-0.7%
CCN(CC)c1ccc(NC(=O)/C=C\c2ccccc2Cl)cc1,10%,0.2%,-0.31,1856,2.4,0.031,1.2,-2.2,i,14,4.0,2.3,6.9,0%,-0.4,1070,-2.0%
CNC(=O)c1sc2nc(-c3ccc(OC)cc3)cn2c1C,11%,0.3%,2,931,1.3,0.044,1.1,-1.3,i,-4,2.2,3.1,4.7,-3%,·,·,-0.6%

# Assay outcomes: PubChem, several laboratories
